Rv3671c inh = inhibits the M. tuberculosis serine protease Rv3671c | P9WHR9 | inhibition, % at 5.96 µM | 320,000 compounds, 0.048% hits | AID 2606; in the data active = inhibition above about 38%;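 also: extracellular domain of Rv3671c used as enzyme; 0% = enzyme with DMSO and 100% = no enzyme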
DUSP3 inh = inhibitors of human VHR1 phosphatase (DUSP3); P51452; recombinant VHR phosphatase, pNPP absorbance; inhibition, % at 13.3 µM; 290,000 compounds, 0.52% hits; in the data active = inhibition above about 50%; also: some compounds called inactive have numbers as strong as hits
Target sequence (P51452 whole entry, looked up): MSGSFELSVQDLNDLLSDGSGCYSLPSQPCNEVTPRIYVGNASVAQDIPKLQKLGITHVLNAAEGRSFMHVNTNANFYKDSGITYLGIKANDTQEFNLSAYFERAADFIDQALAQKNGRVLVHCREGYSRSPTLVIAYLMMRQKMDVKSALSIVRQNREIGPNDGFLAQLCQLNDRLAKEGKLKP
Mtb UGM inh = blocks M. tuberculosis UGM enzyme. P9WIQ1. purified UGM, fluorescence polarization probe displacement. inhibition, % at 10 µM. 320,000 compounds, 0.06% hits; in the data active = inhibition above about 10%, passing the limit was not always enough; inconclusive = no clear call, values can overlap the other calls
Target sequence (P9WIQ1 whole entry, looked up): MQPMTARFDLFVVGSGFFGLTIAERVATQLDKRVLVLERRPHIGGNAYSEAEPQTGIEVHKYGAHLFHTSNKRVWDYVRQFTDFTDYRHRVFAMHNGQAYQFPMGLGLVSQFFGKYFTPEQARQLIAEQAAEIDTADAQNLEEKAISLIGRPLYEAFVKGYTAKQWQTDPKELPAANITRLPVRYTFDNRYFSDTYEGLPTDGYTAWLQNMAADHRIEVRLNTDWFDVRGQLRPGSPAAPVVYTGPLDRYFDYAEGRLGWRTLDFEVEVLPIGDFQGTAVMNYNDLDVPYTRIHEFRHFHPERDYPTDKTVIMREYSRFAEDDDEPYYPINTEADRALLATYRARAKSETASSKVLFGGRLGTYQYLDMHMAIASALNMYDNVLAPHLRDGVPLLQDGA
MazF activator = increases E. coli MazEF RNase cleavage of RNA | 350,000 compounds, 0.32% hits | FAM/BHQ RNA-DNA oligo cleavage fluorescence, 5 h | P0AE70 | activation, % at 20 µM; in the data active = activation above about 50%
Target sequence (P0AE70 whole entry, looked up): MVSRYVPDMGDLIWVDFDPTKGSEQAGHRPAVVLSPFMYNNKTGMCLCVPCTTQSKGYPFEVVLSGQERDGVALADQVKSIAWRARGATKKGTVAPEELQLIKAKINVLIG
FadD28 binding = inhibitors of Mycobacterium tuberculosis FadD28 bisubstrate binding; 360,000 compounds, 0.22% hits; inhibition, % at 12.5 µM; AID 588549; FadD28 bisubstrate probe binding, fluorescence polarization; in the data active = inhibition above about 8.5%, passing the limit was not always enough; inconclusive = no clear call, values can overlap the other calls
FBA Mtb inh = inhibits M. tuberculosis FBA enzyme | purified M. tuberculosis FBA, fluorescence read-out | AID 588726 | 360,000 compounds, 2.3% hits | inhibition, % at 1 µM; in the data active = inhibition above about 27%;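 also: 0% = vehicle and 100% = reference inhibitor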
Target sequence (P9WQA3 whole entry, looked up): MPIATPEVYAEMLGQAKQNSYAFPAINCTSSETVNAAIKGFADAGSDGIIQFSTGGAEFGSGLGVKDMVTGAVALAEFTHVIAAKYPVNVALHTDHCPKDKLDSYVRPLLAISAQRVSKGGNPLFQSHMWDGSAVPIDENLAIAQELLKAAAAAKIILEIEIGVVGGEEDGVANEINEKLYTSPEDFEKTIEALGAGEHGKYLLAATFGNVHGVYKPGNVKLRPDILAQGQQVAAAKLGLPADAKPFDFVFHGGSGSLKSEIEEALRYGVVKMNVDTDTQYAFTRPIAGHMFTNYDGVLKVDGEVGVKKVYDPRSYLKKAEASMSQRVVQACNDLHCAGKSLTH
CCHF vOTU inh = CCHFV vOTU protease inhibition; Pep-AMC fluorescence; inhibition, % at 11.5 µM; 370,000 compounds, 0.55% hits; AID 651958; also: 0% = vehicle wells with enzyme and 100% = no enzyme wells
GDH-TPI inh = counter-screen for M. tuberculosis FBA inhibitors: GDH-TPI coupled enzymes | GDH-TPI coupled enzyme counterscreen, NADH absorbance | 360,000 compounds, 1.2% hits | AID 588335 | inhibition, % at 4.8 µM;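 also: 0% = DMSO wells and 100% = wells lacking the enzyme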
BioA inh = blocks M. tuberculosis BioA enzyme activity | purified M. tuberculosis BioA enzyme, plate reader | inhibition, % at 9.99 µM | 360,000 compounds, 0.096% hits; in the data active = inhibition above about 40%; inconclusive = no clear call, values can overlap the other calls
BoNT-F LC inh = inhibitors of Botulinum neurotoxin F light chain protease. Multiplex microsphere protease cleavage assay, flow cytometry. inhibition, % at 10 µM. 360,000 compounds, 0.22% hits; in the data active = inhibition above about 35%, passing the limit was not always enough; inconclusive = no clear call, values can overlap the other calls; also: plate controls were buffer without enzyme for full effect and enzyme alone for no effect
An asterisk follows results filed as active; u = inconclusive; x = not tested or not shown; + = active, no number; & = joins results of further samples. Rule as the data show it, unless noted: active = inhibition above about 30%; inactive = the rest.

SMILES	Rv3671c inh	DUSP3 inh	Mtb UGM inh	MazF activator	FadD28 binding	FBA Mtb inh	CCHF vOTU inh	GDH-TPI inh	BioA inh	BoNT-F LC inh
CCN(CC(=O)NCc1cccs1)C(=O)COc1ccc(C(C)=O)cc1	3	x	-1.1	3	-1.2	1	-5	2	0.7	-9
O=C(O)c1ccccc1-n1c(-c2ccccc2)cc2c1CCCC2=O	3	8	-3.2	-2	-0.8	2	-6	-1	-1.8	2
CC(NCC1(N2CCOCC2)CCCCC1)C(=O)Nc1ccc(Cl)cc1Cl (stereo not drawn)	8	-10	-0.9	5	-4.1	0	8	0	x	-6
CCCC(C)C(=O)NCc1ccc2c(c1)OCO2 (stereo not drawn)	-7	15	1.5	8	-4.1	-3	3	-7	2.7	u
Cc1ncc2c(c1OC(=O)c1ccccc1)COC(C)(C)OC2	-7	6	-0.7	1	-0.5	2	10	1	2.2	-4
CN(C(=O)c1ccc(NC(=O)Cc2cccc(NC(=O)C3CCCN(C(=O)C4CC4)C3)c2)cc1)C1CC1 (stereo not drawn)	x	x	x	5	-0.9	-1	10	4	-1.7	-3
CN(C)CCCN(C(=O)c1ccc(S(=O)(=O)N2CCc3ccccc32)cc1)c1nc2ccc(F)cc2s1	-1	30	0.1	-20	-7.8	0	3	5	-0.8	x
CCN1CCN(C(C(=O)NC2CCCCC2)c2ccc(Cl)cc2)CC1 (stereo not drawn)	4	-2	-2.7	5	0.2	1	-5	0	x	-1
Cc1ccc(C2(C)NC(=O)N(CC(=O)Nc3c(C)n(C)n(-c4ccccc4)c3=O)C2=O)cc1 (stereo not drawn)	3	23	-3.9	3	-0.3	-3	-2	1	-0.1	-4
O=C(Cc1coc2ccc3ccccc3c12)NC1CCCc2ccccc21 (stereo not drawn)	-6	8	x	-3	-1.7	-4	7	4	0.1	-1
CCS(=O)(=O)c1cc([N+](=O)[O-])c(Sc2ccccc2NC(C)=O)s1	6	12	-3.1	-6	-0.7	0	7	16	-2.3	x
NC(=O)CC(NC(=O)c1cccc(Br)c1)c1ccc(N2CCN(c3ccccn3)CC2)c([N+](=O)[O-])c1 (stereo not drawn)	0	-18	-0.6	-4	-0.7	-2	-2	-6	2.4	-7
CCOCc1nnc(NC(=O)C2CCN(C(=O)c3ccco3)CC2)s1	-6	-28	-1.1	-16	-0.3	-1	3	2	-0.4	-8
Cn1c(=O)c(C(=O)NCc2ccccc2)c(O)c2ccccc21	6	-13	-1.4	26	0.4	0	-3	3	7.4	-9
COc1ccc(/C=C2\NC(=S)N(CC3CCCO3)C2=O)c(OC)c1C (stereo not drawn)	-6	27	0.4	-4	-4.2	-6	3	9	0.4	7
CC1Cc2ccccc2N1CC(=O)NCc1ccc2c(c1)OCO2 (stereo not drawn)	-7	23	-1.1	5	-4.3	-1	0	5	x	-6
COc1ccccc1NS(=O)(=O)c1cc(N/C(=N/S(=O)(=O)c2ccccc2)c2ccc(F)cc2)ccc1Cl	x	x	x	6	-3.3	-2	1	-2	0.8	2
Cc1ccc2nc(-c3ccco3)c(Cc3ccccc3)n2c1	x	x	x	x	-2.3	36*	-14	x	-4.4	-8
COc1ccc(S(=O)(=O)Nc2ccc(NC(C)=O)cc2)cc1OC	-6	2	0.4	-2	0.0	4	5	3	-3.9	-10
O=[N+]([O-])c1c(NCCO)cc(N2CCC3(CC2)OCCO3)c2nonc12	7	4	-1.4	7	0.1	-10	16	25	1.4	-15
CCC1C(=O)Nc2nc(-c3ccccc3)c(-c3ccccc3)n2N=C1C (stereo not drawn)	6	6	2.9	0	-0.1	2	19	6	-0.1	u
CC(C)(C)C1=NN(c2ccc([N+](=O)[O-])cc2)C(c2ccccc2)C1 (stereo not drawn)	-6	29	1.6	-26	-3.7	-11	4	-4	-1.3	-1
CCOC(=O)N1CCN(Cc2nc(-c3ccc(C)cc3)no2)CC1	-10	-1	1.1	10	-3.2	0	8	-2	1.0	-1
CCOCCCNC(=O)CN1CCN(c2ccc(F)cc2)CC1	-3	2	0.6	3	-3.3	1	-6	4	-1.0	0
O=C1NCC(COc2ccc(Cl)cc2)O1 (stereo not drawn)	-1	-9	-0.1	-3	0.9	3	9	4	x	-2

Continuation.
SMILES	Rv3671c inh	DUSP3 inh	Mtb UGM inh	MazF activator	FadD28 binding	FBA Mtb inh	CCHF vOTU inh	GDH-TPI inh	BioA inh	BoNT-F LC inh
CSCCC(NC(=O)C1CCCC1)c1nnc2ccccn12 (stereo not drawn)	-10	-9	1.4	5	-3.0	-5	-10	5	-1.0	5
C=CCC1(O)C(=O)N2C(=C1C(=O)OCC)c1ccc3ccccc3c1CC2(C)C (stereo not drawn)	-11	6	-1.4	-5	1.0	2	2	29	-0.9	-6
O=C(O)c1ccccc1NC(c1ccccc1)c1ccc2cccnc2c1O (stereo not drawn)	x	x	x	-19	-1.3	38*	-7	13	x	0
COc1c(Cl)cc(Cl)cc1C(=O)Nc1ccc(NC(=O)c2cccs2)cc1	-22	32	-2.3	14	-0.3	1	-2	7	0.4	5
CC1(C(=O)NS(=O)(=O)C2CC2)CCCN(C(=O)c2cccs2)C1 (stereo not drawn)	x	x	x	x	0.8	8	-7	2	-4.7	3
CCOc1ccc2nc(SCC(=O)N3c4ccccc4Sc4ccccc43)sc2c1	-2	2	2.2	4	-0.9	1	1	5	x	-5
COc1cccc(CNC(=O)C2CCC(CNS(=O)(=O)c3cccc4cccnc34)CC2)c1 (stereo not drawn)	-9	56*	0.0	1	-3.5	-1	12	-5	-1.1	0
CCOC(=O)Cn1c(-c2ccccc2)ccc(C#N)c1=O	1	26	3.4	3	1.0	4	-3	1	-2.8	-8
O=C(CN1C(=O)NC2(CCCCCC2)C1=O)NC1CCCCCCC1	3	7	-2.0	-3	-1.7	-2	4	-4	x	-4
Cc1ccc(NC(=O)CN(C)C(=O)CCC(=O)N2CCOCC2)cc1	2	x	-0.2	8	-2.2	-1	4	-1	x	-12
CSCCC(NS(=O)(=O)c1ccccc1F)C(=O)OCc1ccccc1Cl (stereo not drawn)	2	8	0.8	-10	-0.9	1	24	-3	-0.2	-2
Cc1ccc(S(=O)(=O)N(CC(=O)NCc2ccncc2)Cc2ccc(F)cc2)cc1	1	-2	-0.9	4	-5.3	-3	6	5	0.2	6
COc1cc(/C=N/Nc2cccc(C)c2)cc(Br)c1O	x	9	x	-5	-2.3	-1	22	12	x	-7
CCN(CC)CCNC1=CC(=O)OC12CCCCC2	-3	22	-2.1	10	-1.1	7	6	12	0.0	-5
N#Cc1ccccc1NC(=O)COC(=O)c1ccc(S(=O)(=O)N2CCCC2)cc1	-11	15	-0.4	6	-2.1	0	6	4	-2.8	-15
Cc1cccc(N=NC(=S)NNc2cccc(C)c2)c1	x	x	x	15	-2.5	+	11	5	x	-9
O=C(CCc1nnc2ccc(N3CCCCC3)nn12)NCC1CCN(Cc2ccc(F)cc2)CC1	5	8	-1.7	12	0.3	-1	14	8	-2.2	-5
O=C(CN1CCN(c2ccccc2F)CC1)N1N=CCC1c1ccccc1 (stereo not drawn)	-5	8	0.2	9	1.7	3	7	8	x	0
CC(=O)N1CCc2ccc(NC(=O)c3c(-c4c(Cl)cccc4Cl)noc3C)cc21	7	-5	-1.3	8	-2.7	5	0	-2	0.4	u
O=C(CO/N=C/c1ccc(OC(F)F)cc1)N1CCc2ccccc21	-16	4	2.2	-5	-1.0	0	-8	6	x	-1
CSc1ccc2c(c1)C(N1CCN(C)CC1)Cc1ccccc1S2 (stereo not drawn)	3&0	35	-4.2&0.7	11&13	-13&-9.6	-2&1	1&-10	9&-3	1.4&-1.4	-3&-12
O=C(c1ccc(C(F)(F)F)cc1)C1CCCN(C(=O)CN2C(=O)CSC2=O)C1 (stereo not drawn)	-6	0	0.4	0	-2.8	-3	-4	-3	14	-7
Cc1cc(C)cc(C(=O)Nc2cccc(NC(=O)c3ccco3)c2)c1	x	6	0.9	5	-7.6	-3	-3	-4	-0.4	-4
Cc1nn(-c2ccccc2)c(C)c1/C=N/NC(=O)CSc1nc2ccccc2c(=O)n1-c1ccc(Br)cc1	4	28	-1.5	-30	-2.1	5	-2	9	-1.0	-1
CCOc1ccccc1-c1nnc(SCC(=O)Nc2ccccc2)o1	-3	0	-0.6	6	-0.5	-3	8	2	-3.4	-23

Just GDH-TPI inh, for some of the entries so far:
Molecule | GDH-TPI inh
Cc1ccc(NC(=O)CN(C)C(=O)CCC(=O)N2CCOCC2)cc1 | -1
O=C(c1ccc(C(F)(F)F)cc1)C1CCCN(C(=O)CN2C(=O)CSC2=O)C1 (stereo not drawn) | -3
Cc1cccc(N=NC(=S)NNc2cccc(C)c2)c1 | 5
CCOc1ccc2nc(SCC(=O)N3c4ccccc4Sc4ccccc43)sc2c1 | 5
O=C(O)c1ccccc1NC(c1ccccc1)c1ccc2cccnc2c1O (stereo not drawn) | 13
COc1cccc(CNC(=O)C2CCC(CNS(=O)(=O)c3cccc4cccnc34)CC2)c1 (stereo not drawn) | -5
CSCCC(NC(=O)C1CCCC1)c1nnc2ccccn12 (stereo not drawn) | 5

Whole records as entered above. Values in the order: Rv3671c inh	DUSP3 inh	Mtb UGM inh	MazF activator	FadD28 binding	FBA Mtb inh	CCHF vOTU inh	GDH-TPI inh	BioA inh	BoNT-F LC inh
O=C(CCc1nnc2ccc(N3CCCCC3)nn12)NCC1CCN(Cc2ccc(F)cc2)CC1 in the list: 5	8	-1.7	12	0.3	-1	14	8	-2.2	-5
O=C(CN1C(=O)NC2(CCCCCC2)C1=O)NC1CCCCCCC1 in the list: 3	7	-2.0	-3	-1.7	-2	4	-4	x	-4

Next section
SMILES	Rv3671c inh	DUSP3 inh	Mtb UGM inh	MazF activator	FadD28 binding	FBA Mtb inh	CCHF vOTU inh	GDH-TPI inh	BioA inh	BoNT-F LC inh
COc1cccc(CN2CCNC(=O)C2CC(=O)N(C)CCc2ccccn2)c1 (stereo not drawn)	-3	13	6.3	6	-1.5	-1	4	3	x	2
CCN(C(=O)COC(=O)CCS(=O)(=O)c1ccc(C)cc1)C1CCS(=O)(=O)C1 (stereo not drawn)	6	-17	2.0	1	-2.1	0	-3	1	-0.8	5
CCN(CC)C(=O)c1nc[nH]c1C(=O)N(C)Cc1ccccc1	4	x	0.1	2	-2.8	-2	-5	-2	-0.3	0
COc1cccc(CNC(=O)Cn2ncn3cccc3c2=O)c1OC	-6	6	0.6	71*	-2.5	2	-8	10	-0.4	-6
O=C(CSc1nnc(COc2ccccc2)o1)Nc1nccs1	-1	11	-4.7	2	-0.9	0	3	2	-0.7	-11
O=CN(/C=C1\Sc2ccccc2C1=O)Cc1ccccc1	-8	31	-2.6	-22	-0.8	10	-4	16	-0.4	3
Cc1cc2c(cc(C(=O)NCCCN3CCOCC3)n2Cc2ccc(Cl)cc2)o1	-4	2	0.1	-15	-1.2	2	8	7	-0.1	1
CC(OC(=O)CCCOc1ccccc1)C(=O)NC(N)=O (stereo not drawn)	6	24	1.6	3	-3.7	1	-3	-5	-0.2	1
CCC(c1nnnn1CCOC)N1CCN(c2cccc(C(F)(F)F)c2)CC1 (stereo not drawn)	3	6	1.2	12	-3.0	2	17	1	1.8	-8
CN1CCN(C2CN(C3CCCCC3)S(=O)(=O)C2)CC1 (stereo not drawn)	x	x	x	x	-0.9	5	1	x	0.4	-4
C=CCOc1c(Br)cc(/C=N\n2nnnc2N)cc1OC	4	-12	1.2	5	0.2	3	11	11	-1.6	-1
CN(C)CCNC(=O)COc1ccc(C23CC4CC(CC(C4)C2)C3)cc1	2	30	-2.2	34	-4.2	-3	0	-4	x	-6
CCOc1ccccc1C(=O)Nc1cccc2ccccc12	-13	26	2.8	-1	-17	2	1	2	-0.9	-28
COc1ccc(C(=O)N2CCC2(C)C(=O)NC(C)C)cc1 (stereo not drawn)	x	x	x	x	-1.0	-1	4	0	-0.3	-10
[O-][n+]1onc2c1C(N1CCOCC1)CCC2N1CCOCC1 (stereo not drawn)	15	3	1.4	4	0.8	0	3	5	-1.6	0
CCN(c1ccccc1)S(=O)(=O)c1ccc(Cl)nc1	-3	6	-1.3	6	-2.8	0	1	-2	x	2
COc1ccc(-c2nc3ccc(Br)cn3c2Cc2ccccc2)cc1OC	x	x	x	x	-6.3	-6	22	x	7.8	-20

Bioassay records as filed in PubChem BioAssay.

Outcome played no part in choosing rows (roughly 4.9% active in at least one column).
